Rv3671c protease: inhibits the M. tuberculosis serine protease Rv3671c. P9WHR9. inhibition, % at 5.96 µM. 320,000 tested, 0.048% active; in the data active means inhibition above about 38%;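 further: extracellular domain of Rv3671c used as enzyme; 0% = enzyme with DMSO and 100% = no enzyme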
Target sequence (P9WHR9 whole entry, looked up, the tested form may be a part): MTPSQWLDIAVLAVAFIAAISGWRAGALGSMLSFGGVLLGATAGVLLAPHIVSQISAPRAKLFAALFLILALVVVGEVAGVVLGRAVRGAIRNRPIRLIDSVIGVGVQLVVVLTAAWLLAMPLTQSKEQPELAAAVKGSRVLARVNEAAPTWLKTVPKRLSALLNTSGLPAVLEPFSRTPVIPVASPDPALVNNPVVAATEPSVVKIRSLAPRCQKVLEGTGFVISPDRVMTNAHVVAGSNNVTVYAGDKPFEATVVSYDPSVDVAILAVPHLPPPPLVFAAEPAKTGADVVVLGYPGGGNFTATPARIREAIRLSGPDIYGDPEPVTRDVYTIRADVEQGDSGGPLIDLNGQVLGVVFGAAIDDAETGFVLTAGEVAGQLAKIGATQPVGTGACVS
BoNT-F LC inh: blocks Botulinum neurotoxin F light chain protease; Multiplex microsphere protease cleavage assay, flow cytometry; inhibition, % at 10 µM; 360,000 tested, 0.22% active; in the data active means inhibition above about 35%, passing the limit was not always enough; inconclusive means no clear call, values can overlap the other calls; further: plate controls were buffer without enzyme for full effect and enzyme alone for no effect
CCHF vOTU inh: blocks the CCHF virus ovarian tumor domain protease; CCHFV vOTU protease, Pep-AMC fluorescence; inhibition, % at 11.5 µM; 370,000 tested, 0.55% active; in the data active means inhibition above about 30%; further: 0% = vehicle wells with enzyme and 100% = no enzyme wells
PriA SSB inh: K. pneumoniae PriA-SSBct interaction inhibition; AlphaScreen SSBct-PriA binding, biotinylated peptide; inhibition, % at 33 µM; 430,000 tested, 0.6% active; in the data active means inhibition mostly above about 37%, no sharp cut-off; inactive means mostly below about 20%;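 further: plate controls were negative control peptide for no effect and reference peptide for full effect; strong numbers were not always called active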
MazEF act: activators of E. coli MazEF toxin-antitoxin RNase; FAM/BHQ RNA-DNA oligo cleavage fluorescence, 5 h; AID 504720; activation, % at 20 µM; 350,000 tested, 0.32% active; in the data active means activation above about 50%
Target sequence (P0AE70 whole entry, looked up): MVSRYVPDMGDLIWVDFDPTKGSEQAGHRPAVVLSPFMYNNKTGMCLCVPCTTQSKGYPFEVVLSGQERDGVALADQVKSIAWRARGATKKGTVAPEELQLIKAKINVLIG
BoNT-A LC inh2: blocks Botulinum neurotoxin A light chain protease; 360,000 tested, 0.17% active; multiplex microsphere protease substrate cleavage, flow cytometry; inhibition, % at 10 µM; further: plate controls were buffer without enzyme for full effect and enzyme alone for no effect
DUSP3 inh: inhibitors of human VHR1 phosphatase (DUSP3); recombinant VHR phosphatase, pNPP absorbance; AID 1654; P51452; 290,000 tested, 0.52% active; inhibition, % at 13.3 µM; in the data active means inhibition above about 50%; further: some compounds called inactive have numbers as strong as hits
Target sequence (P51452 whole entry, looked up): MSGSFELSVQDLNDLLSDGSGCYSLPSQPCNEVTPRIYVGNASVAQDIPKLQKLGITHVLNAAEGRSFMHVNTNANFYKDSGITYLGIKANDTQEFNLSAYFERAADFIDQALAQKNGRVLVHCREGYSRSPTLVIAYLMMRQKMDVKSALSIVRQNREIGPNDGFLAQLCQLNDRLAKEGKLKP
3CLpro inhibitor: SARS-CoV 3CLpro protease inhibition; recombinant SARS-CoV 3CLpro, quenched FRET peptide cleavage; AID 1706; P0C6X7; 290,000 tested, 0.14% active; inhibition, % at 6 µM; in the data active means inhibition above about 12%
PrPC surface inh: cell surface PrPC inhibition, primary TR-FRET screen; P04156; TR-FRET read-out; inhibition, % at 13.8 µM; 370,000 tested, 0.43% active; AID 720596; in the data active means inhibition above about 24%; further: 0% = median of the test wells and 100% = reference compound wells
Anthrax LF inh2: anthrax lethal factor protease inhibition | P15917 | multiplex microsphere protease cleavage assay, LF | inhibition, % at 10 µM | 360,000 tested, 0.12% active | AID 588501; further: plate controls were buffer without enzyme for full effect and enzyme alone for no effect
Numbers without * were called inactive; ? = inconclusive; nt = not tested or not shown; & = joins results of further samples. Unless noted, no stated cut-off is given here; in the data, active means inhibition above about 30%; inconclusive means no clear call, values can overlap the other calls; inactive means below that.

molecule	Rv3671c protease	BoNT-F LC inh	CCHF vOTU inh	PriA SSB inh	MazEF act	BoNT-A LC inh2	DUSP3 inh	3CLpro inhibitor	PrPC surface inh	Anthrax LF inh2
Cc1c(NC(=S)NC(=O)Cc2ccccc2)cccc1C(=O)O	1.1	-1.3	-1.1	-7.7	-0.4	?	17.7	3.2	-1.1	-2.7
Cc1ccc(Cl)cc1NC(=O)COC(=O)c1ccc(COc2ccc3c(C)cc(=O)oc3c2)cc1	-7.0	nt	12.3	nt	nt	nt	8.2	-2.4	-2.3	nt
O=C(Nc1ccccc1)c1nnn(Cc2ccccc2)c1NC(=O)C(F)(F)F	-1.9	14.9	-14.6	-20.6	-3.5	0.0	-0.7	1.2	17.5	-0.2
CCOc1cc(/C=C2\N=C(C)OC2=O)cc(Cl)c1OCC(=O)OC	1.2	nt	-9.3	-6.0	0.8	nt	nt	nt	8.2	nt
CCN(CC)S(=O)(=O)c1ccc(NC(=O)COC(=O)c2ccc(-n3nc(C)cc3C)cc2)cc1	-39.4	-6.4	3.2	-13.3	-1.3	0.8	17.1	9.3	-3.0	-2.1
C#CCOCCOCCOCCNc1nc(N2CCN(C(=O)[C@H]([C@@H](C)O)n3cc(CCCCN)nn3)CC2)nc(N2CCN(C(=O)[C@H](Cc3ccc(O)cc3)n3cc(CCO)nn3)CC2)n1	-6.7	-1.4	-10.4	2.9	6.0	0.8	18.8	-0.7	2.2	-11.0
CCCCCCCCN1C(=O)[C@H](CC(=O)NCc2cccc(C(F)(F)F)c2)C[C@@]2(C(=O)OC)CCCCC=C12	nt	-44.3	11.5	nt	nt	-2.1	nt	nt	-3.1	-4.5
Cc1cc(Br)ccc1SCC(=O)OCC(=O)N1CCN(C(=O)c2ccco2)CC1	6.6	2.3	-3.0	-5.3	-0.4	0.0	-12.4	0.9	5.2	4.1
COc1ccc(CC(=O)NCc2n[nH]c(=S)n2C)cc1	3.5	-3.0	1.1	-8.8	12.5	-0.5	1.9	4.5	-1.6	-1.5
O=C(Nn1cnnc1)c1ccc(Br)s1	-0.1	-4.0	11.8	-1.8	-5.7	0.0	-17.2	2.2	-6.7	0.1
CC(=O)Nc1cccc(-n2nnc(SCC(=O)Nc3ccc(F)c(Cl)c3)n2)c1	-8.5	-294.4	-8.9	-7.2	6.3	-50.9	5.1	0.8	6.8	-50.2
Cc1ccc(NC(=O)COC(=O)c2ccc3c(c2)OCCO3)cc1S(=O)(=O)N1CCOCC1	-11.3	0.6	7.2	-7.4	2.0	0.3	8.2	4.5	8.9	-1.3

The list goes on.
molecule	Rv3671c protease	BoNT-F LC inh	CCHF vOTU inh	PriA SSB inh	MazEF act	BoNT-A LC inh2	DUSP3 inh	3CLpro inhibitor	PrPC surface inh	Anthrax LF inh2
Cc1cccc(Nc2nc(N3CCN(C)CC3)nc(N)c2[N+](=O)[O-])c1	-10.0	-7.6	2.9	8.0	-1.8	-0.9	23.7	-3.4	1.0	-2.0
CCN1CCC(O)(C(C(=O)OC)c2ccccc2)CC1 (configuration not stated)	nt	-5.2	-10.8	-6.2	4.3	0.2	nt	nt	-2.2	-12.1
CCCS(=O)(=O)NC(=O)C1(C)CCCN(C(=O)c2ccc(C(=O)OC)cc2)C1 (configuration not stated)	nt	-0.5	17.1	nt	nt	-0.2	nt	nt	4.2	-5.4
CN(CC(=O)NCCN1CCCCCC1)S(=O)(=O)c1cccc2nsnc12	-0.3	-5.4	0.7	-12.3	8.4	0.8	10.7	-3.2	-35.9	-1.1
CC1CCN(C2=NC(=O)/C(=C/c3ccccc3F)S2)CC1	5.8	-30.9	13.1	0.2	10.5	6.5	nt	2.6	6.1	2.8
COc1cccc(C(=O)Nc2ccc3nc(N4CCOCC4)cc(C)c3c2)c1	-2.7	-11.7	-1.8	9.7	9.2	0.2	23.6	-5.5	0.6	-7.7
Cc1ccnc(NC(=O)c2ccc(NS(=O)(=O)/C=C/c3ccccc3)cc2)c1	-8.0	3.6	7.1	3.4	-6.1	0.3	nt	nt	-0.1	-1.7
O=C(NCc1cccnc1)C(=O)NCC(c1ccco1)N1CCOCC1 (configuration not stated)	-3.4	-2.9	-5.3	5.0&-3.9	8.6	0.1	22.5	2.1	3.1	-7.9
COCCOC(=O)C1=C(N)Oc2c(oc(CO)cc2=O)C1c1ccccc1F (configuration not stated)	10.8	-9.2	-11.0	-3.1	5.4	-0.6	6.9	6.0	-4.1	-2.0
COCCCN1C(=O)C(=O)/C(=C(/O)c2ccc(OC)cc2C)C1c1cccnc1 (configuration not stated)	-2.8	20.7	-3.2	nt	1.6	1.0	21.9	2.6	8.0	9.4
Cc1ccc(C(=O)N/C(=C\c2ccc(-c3cccc([N+](=O)[O-])c3)o2)C(=O)NCCCN2CCOCC2)cc1	5.4	-2.7	19.4	-11.5	-10.2	-2.0	-17.2	-5.2	-32.7	-6.4
Cc1oc(/N=C/c2ccc(Cl)cc2)c(C#N)c1C	5.2	-3.5	-2.7	nt	-14.0	-0.8	-5.0	1.0	-9.1	-0.8

Individual results from the list:
Cc1oc(/N=C/c2ccc(Cl)cc2)c(C#N)c1C in BoNT-F LC inh shows -3.5
CN(CC(=O)NCCN1CCCCCC1)S(=O)(=O)c1cccc2nsnc12 in MazEF act shows 8.4

Carrying on:
molecule	Rv3671c protease	BoNT-F LC inh	CCHF vOTU inh	PriA SSB inh	MazEF act	BoNT-A LC inh2	DUSP3 inh	3CLpro inhibitor	PrPC surface inh	Anthrax LF inh2
O=C(O)c1ccc(C(=O)C(=O)c2ccccc2)cc1	6.9	2.7	-3.4	-10.6	8.1	-0.4	8.7	-3.3	-6.2	-2.3
COc1cccc(CC(=O)Nc2cc(S(=O)(=O)N3CCCCC3)ccc2C)c1	9.8	-2.5	1.5	-1.6	5.0	0.3	nt	nt	4.2	-4.7
COc1ccc(OC)c(C(C)NC(=O)C(C)Cc2ccccc2)c1 (configuration not stated)	nt	?	-2.5	1.1	-24.9	-1.4	1.0	4.6	0.1	24.3
CSc1ncccc1C(=O)OCC(=O)Nc1ccc(Cl)cn1	-0.4	-5.5	1.6	-9.9	4.0	-2.2	nt	nt	-4.2	-3.4
CCOC(=O)N1CCN(C(=O)C[C@@H]2C[C@@]3(C(=O)OCC)CCC=C3N(Cc3ccc4c(c3)OCO4)C2=O)CC1	nt	5.1	2.8	nt	nt	-0.1	nt	nt	4.0	-8.8
COc1ccc2c(c1)c(=O)oc1cc(O)ccc12	-5.7	-2.7	-11.0	-2.9	-2.2	0.2	12.0	7.2	8.1	-5.2
C=C(C)C(=O)Nc1cccc(C2=NOC3(C2)C[C@@H](C(N)=O)N(C(=O)c2ccc(Cl)cc2)C3)c1 (some centres not stated)	-3.2	nt	nt	31.4	-3.5	nt	14.9	nt	nt	nt
CC(C)C[C@H]1CNC(=O)C(=O)N1C[C@@H]1CCCN1C[C@H](Cc1ccccc1)N1C[C@H](CC(C)C)N(CCc2ccccc2)C(=O)C1=O	nt	-4.6	6.9	nt	nt	-0.6	nt	nt	-8.1	-8.2
Cc1ccc(C(=O)NCC(=O)OCC(=O)N(CC(C)C)c2c(N)n(Cc3ccccc3)c(=O)[nH]c2=O)cc1C	-11.7	-6.9	-0.9	0.7	-4.4	-3.0	nt	nt	1.0	-4.4
CCN1CCN(c2cc3c(cc2F)c(=O)c(S(=O)(=O)c2ccccc2)cn3C)CC1	2.1	2.2	-21.1	-14.6	17.6	0.7	24.1	-2.2	4.8	-2.6
O=C(/C=C/c1ccc(Cl)c([N+](=O)[O-])c1)c1cccnc1	10.8	-8.3	-11.2	0.2	15.1	-0.3	-7.1	-0.7	3.6	-2.5
COCCn1c(=O)[nH]c2cc(C(=O)NC3CCCCCC3)ccc2c1=O	2.5	0.1	4.8	-18.1	-3.8	0.1	-16.7	-0.3	7.2	-2.2

Continued:
molecule	Rv3671c protease	BoNT-F LC inh	CCHF vOTU inh	PriA SSB inh	MazEF act	BoNT-A LC inh2	DUSP3 inh	3CLpro inhibitor	PrPC surface inh	Anthrax LF inh2
CN1CCN(NC(=O)c2ccc(S(=O)(=O)N3CC4(C)CC3CC(C)(C)C4)cc2)CC1 (configuration not stated)	6.2	10.7	-11.7	-6.4	-0.5	0.2	17.2	3.9	7.4	12.1
O=C(CN1C(=O)NC2(CCCC2)C1=O)N1CCN(S(=O)(=O)c2ccccc2[N+](=O)[O-])CC1	-6.1	3.6	-2.8	-2.2	0.2	5.6	nt	nt	-1.5	0.5
Cc1cc(C(=O)N/N=C2\CCCC(=O)C2)c(C)o1	nt	1.5	-2.4	nt	0.8	1.3	nt	nt	2.0	3.6
Fc1cccc(NC(=S)Nc2cccnc2)c1	0.7	-1.3	-6.0	-3.2	8.3	-0.9	10.6	6.5	-4.7	-1.6
C=CCSC1=N/C(=C\c2ccsc2)C(=O)S1	7.8	3.2	17.9	-38.9	-0.1	-0.4	17.2	-5.6	-2.9	-0.8
COc1ccccc1C/C(N)=N/O	7.1	-1.6	8.5	nt	6.1	0.8	4.5	-1.0	4.5	0.2
O=C(Cc1ccc(O)cc1)NCCNC(=S)NCc1ccccc1	-9.8	1.7	-8.3	-1.7	-3.2	-0.3	4.3	2.8	3.6	3.1
O=C1c2cccc3cccc(c23)C(=O)N1OS(=O)(=O)c1ccc(Br)cc1	0.4	-3.7	0.2	-5.2	-13.5	-0.4	11.9	3.8	4.2	-1.2
Cc1cc(CNC(=O)COc2ccccc2F)c2ccccc2n1	-2.4	-5.7	2.1	15.0	-6.0	0.3	6.4	3.4	5.7	-2.1
Cc1[nH]c2ccccc2c1C(=O)C(=O)N1CCN(C(=O)c2ccco2)CC1	-2.8	-3.5	0.0	-3.6	5.0	-1.8	-2.7	0.8	1.8	-2.7
O=C(CSc1nnc(COc2ccc(Cl)cc2)o1)N1c2ccccc2CCc2ccccc21	-7.3	-0.3	11.8	-11.0	-4.3	-0.1	22.4	5.5	0.8	0.2
CCN1C(=O)c2cccc3c(S(=O)(=O)Nc4ccncc4)ccc1c23	-4.5	-3.4	nt	-17.8	-0.7	-0.1	4.0	6.5	nt	-12.5

Further results follow.
molecule	Rv3671c protease	BoNT-F LC inh	CCHF vOTU inh	PriA SSB inh	MazEF act	BoNT-A LC inh2	DUSP3 inh	3CLpro inhibitor	PrPC surface inh	Anthrax LF inh2
O=C(Cc1ccc(Cl)cc1)Nc1ccc(N2CCCC2)cc1	-4.3	2.0	6.9	1.8	-0.1	0.8	-1.7	3.3	7.6	-4.4
Cc1ccc(-c2nc(=S)c3c(n2Cc2ccco2)CCCC3)cc1	nt	-1.3	16.2	9.4	-8.3	0.1	16.2	-3.7	-3.2	-4.2
N#C/C(=N\Nc1ccccc1)C(=N)N1CCOCC1	-1.4	-6.0	7.9	nt	9.5	-0.5	8.4	0.0	-10.6	0.0
O=C(CNC(=O)c1ccccc1)OC(C(=O)O)c1ccc(F)cc1 (configuration not stated)	nt	-11.3	1.9	nt	-1.0	-0.1	nt	nt	-3.6	2.8
O=C(CSc1nc2ccc([N+](=O)[O-])cc2[nH]1)NC1CCCCC1	0.3	2.3	-5.4	-1.2	2.3	?	-0.8	4.2	5.5	2.3

Filtered by structure: the compounds so far containing a nitro group on carbon.
molecule	Rv3671c protease	BoNT-F LC inh	CCHF vOTU inh	PriA SSB inh	MazEF act	BoNT-A LC inh2	DUSP3 inh	3CLpro inhibitor	PrPC surface inh	Anthrax LF inh2
Cc1cccc(Nc2nc(N3CCN(C)CC3)nc(N)c2[N+](=O)[O-])c1	-10.0	-7.6	2.9	8.0	-1.8	-0.9	23.7	-3.4	1.0	-2.0
Cc1ccc(C(=O)N/C(=C\c2ccc(-c3cccc([N+](=O)[O-])c3)o2)C(=O)NCCCN2CCOCC2)cc1	5.4	-2.7	19.4	-11.5	-10.2	-2.0	-17.2	-5.2	-32.7	-6.4
O=C(/C=C/c1ccc(Cl)c([N+](=O)[O-])c1)c1cccnc1	10.8	-8.3	-11.2	0.2	15.1	-0.3	-7.1	-0.7	3.6	-2.5
O=C(CN1C(=O)NC2(CCCC2)C1=O)N1CCN(S(=O)(=O)c2ccccc2[N+](=O)[O-])CC1	-6.1	3.6	-2.8	-2.2	0.2	5.6	nt	nt	-1.5	0.5
O=C(CSc1nc2ccc([N+](=O)[O-])cc2[nH]1)NC1CCCCC1	0.3	2.3	-5.4	-1.2	2.3	?	-0.8	4.2	5.5	2.3

Source: PubChem BioAssay (several laboratories)

These rows are one share of the data; the hit share may differ from the screen's.
